# Screening data as filed in PubChem.
# 5-HT1A blocker – human 5-HT1a receptor antagonists, primary screen, cell-based, CHO, Ga15 NFAT-bla reporter; 5-hydroxytryptamine receptor 1A (Homo sapiens), P08908; CHO 5-HT1a Ga15 NFAT-bla reporter, antagonist mode; inhibition, % at 10 µM; 62,000 compounds, 0.68% hits; AID 612, 2007;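 active = inhibition above the mean of all tested compounds plus 3 SD, cut at about 43% in these data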;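 note: receptor stimulated by 5-CT agonist at 100 nM near EC80; beta-lactamase reporter measured by ratiometric fluorescence of a cleavable substrate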
# Target sequence (P08908 whole entry, looked up): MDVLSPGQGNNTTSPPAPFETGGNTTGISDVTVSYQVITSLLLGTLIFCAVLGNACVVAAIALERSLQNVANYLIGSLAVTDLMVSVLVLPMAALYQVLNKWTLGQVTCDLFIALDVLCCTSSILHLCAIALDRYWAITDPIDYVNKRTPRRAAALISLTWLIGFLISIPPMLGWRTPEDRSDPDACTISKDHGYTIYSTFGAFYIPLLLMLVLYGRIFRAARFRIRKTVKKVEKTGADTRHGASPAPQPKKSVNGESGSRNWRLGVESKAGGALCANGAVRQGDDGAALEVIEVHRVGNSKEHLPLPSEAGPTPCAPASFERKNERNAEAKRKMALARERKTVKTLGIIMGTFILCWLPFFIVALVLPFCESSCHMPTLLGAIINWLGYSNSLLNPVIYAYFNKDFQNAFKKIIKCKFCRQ
# NADH coupling – inhibitors of PK/LDH coupling enzymes, profiling panel, artefact control, biochemical, MLSMR library. coupled PK/LDH NADH assays, four targets. IC50, µM (highest dose often 10 µM), inactives show at the highest dose inhibition. 65,000 compounds, 0.02% hits. AID 774, 2007;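 active = single-dose screening hits from any of four coupled enzyme assays that gave an IC50 when retested across doses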;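 note: the DPM-DC format reads NADH fluorescence rather than 340 nm absorbance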
# MMP-13 inhibitor – human MMP13 inhibitors, primary screen, biochemical, FRET peptide cleavage. inhibition, % at 4 µM. MMP-13 fTHP FRET cleavage, Mca fluorescence. 65,000 compounds, 0.07% hits;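 active = inhibition above the mean of compound-free control plate wells plus 3 SD, cut at about 14% in these data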;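 note: 0% = DMSO wells and 100% = wells with reference MMP-13 inhibitor after basal subtraction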
# 5HT1a ag – human 5-HT1a receptor agonists, primary screen, cell-based, CHO, Ga15 NFAT-bla reporter; CHO 5-HT1a Ga15 NFAT-bla reporter, FRET ratio; 0% basal, 100% maximal reference agonist; activation, % at 10 µM; 65,000 compounds, 0.56% hits;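 active = activation above the screen-wide mean activation plus 3 SD, cut at about 19% in these data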;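 note: 0% = DMSO wells and 100% = 5-CT at EC100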
# SF-1 act – activators of human SF-1, primary screen, cell-based, CHO-K1, Gal4-SF-1 LBD, luciferase luminescence; CHO-K1 Gal4-SF-1 LBD luciferase reporter; % increase over DMSO SF-1-specific signal; Steroidogenic factor 1 (Homo sapiens), Q13285; activation, % at 10 µM; 65,000 compounds, 1.9% hits;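 active = activation above the mean activation of all tested compounds plus 3 SD, cut at about 50% in these data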
# Target sequence (Q13285 whole entry, looked up, the tested form may be a part): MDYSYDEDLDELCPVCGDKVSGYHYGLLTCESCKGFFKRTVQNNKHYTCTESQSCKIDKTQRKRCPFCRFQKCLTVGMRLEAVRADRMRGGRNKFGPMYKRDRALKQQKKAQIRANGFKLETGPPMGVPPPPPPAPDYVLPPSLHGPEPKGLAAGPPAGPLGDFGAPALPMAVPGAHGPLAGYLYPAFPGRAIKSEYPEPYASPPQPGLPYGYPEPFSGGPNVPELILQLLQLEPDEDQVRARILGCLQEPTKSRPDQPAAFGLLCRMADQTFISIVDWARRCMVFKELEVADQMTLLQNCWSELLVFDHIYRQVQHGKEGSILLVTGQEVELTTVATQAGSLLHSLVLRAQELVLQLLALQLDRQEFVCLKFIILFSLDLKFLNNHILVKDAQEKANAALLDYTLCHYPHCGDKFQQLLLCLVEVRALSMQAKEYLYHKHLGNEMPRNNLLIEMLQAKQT
#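 Material: Transient Gal4-SF-1 LBD reporter, CHO-K1 | Input: 4,000 cells/well | Dosing: One dose, 10 µM compound, 1% DMSO | Incubation: 20 h compound treatment, 37 °C | Detection: SteadyLite luciferase luminescence | Evaluation: Percent activation relative to DMSO median and mock-transfected background | Benchmarks: DMSO-treated SF-1-transfected cells as negative, DMSO-treated mock-transfected cells lacking SF-1 as background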
# A340 absorber – compound light absorbance at 340 nm, profiling panel, artefact control, biochemical, MLSMR library, data from PS, PMK, MK assays; 65,000 tested, under 10 active; compound absorbance at 340 nm, fold over control; fold change at 10 µM;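 active = at 10 µM dose, initial 340 nm absorbance at least 2 fold that of control wells; inactive = change under 2 fold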;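 note: initial absorbance extrapolated from kinetic A340 decline of NADH oxidation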
# RORa activator – activators of orphan receptor RORA, primary screen, cell-based, luminescence. Nuclear receptor ROR-alpha (Homo sapiens), P35398. CHO-K1 Gal4-RORA LBD luciferase reporter; percent increase over mock-subtracted basal signal. activation, % at 10 µM. 65,000 compounds, 1.5% hits. AID 560, 2006;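 active = activation above the mean of all tested compounds plus 3 SD, cut at about 49% in these data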;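 note: 0% = DMSO-treated RORA cells and 100% = added signal equal to DMSO minus mock-transfected cells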
# TNAP act mid DEA – human TNAP enzyme activators, primary screen, biochemical, luminescent, intermediate phosphate acceptor level | activation factor at 20 µM | Alkaline phosphatase, tissue-nonspecific isozyme (Homo sapiens), P05186 | purified TNAP, CDP-star luminescence, 100 mM DEA, 30 min; hits give high values; scale: 0 levamisole-inhibited, 1 vehicle-only enzyme | 64,000 tested, under 10 active | AID 813, 2007;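 active = activation factor of at least 2 at 20 µM, relative to controls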
# Autofluor 339 – intrinsic fluorescence of library compounds, ex339/em460 – biochemical, MLSMR library, data from DPM-DC assay, artefact control, profiling panel; AID 709, 2007; 65,000 compounds, 5.5% hits; fluorescence fold increase at 10 µM; compound autofluorescence, ex339/em460 nm, NADH buffer; hits give high values; 1 = no-compound wells, NADH background;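 active = at 10 µM, mean starting fluorescence two-fold or more over control wells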;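 note: signal is the first read of a kinetic run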
# Starred values were filed as active, the others as inactive; · = not tested or not shown; [ ] = remark or other dose. Hits appear at their usual frequency; 8.9% or so of the library scored in one or more.
SMILES,5-HT1A blocker,NADH coupling,MMP-13 inhibitor,5HT1a ag,SF-1 act,A340 absorber,RORa activator,TNAP act mid DEA,Autofluor 339
CN1/C(=N\O)c2cccc3cccc1c23,-5,9%,-3,-1.7,18,1,6,0.9,2.2*
Cc1ccc(C)c(OCCCN2CCCC2)c1,8,4%,1,-1.3,-6,1.1,-9,1,1.1
N#C/C(C(=O)NCc1ccco1)=C1/SC(Cc2ccc(F)cc2)C(=O)N1c1ccccc1 (configuration not stated),·,2%,5,-1.4,1,1,1,0.9,1
O=C(COC(=O)C1CC1)c1c[nH]c2ccccc12,-4,5%,-1,-2.8,37,1,106*,0.9,1.1
Cc1ccccc1Nc1nnc(SCC(=O)NC(=O)NCc2ccco2)s1,12,5%,3,0.6,0,1.1,-17,0.9,1.1
C[C@H](C(=O)O)c1n[nH]c(=O)c2ccccc12,-12,5%,2,-1.8,-3,1,-5,1,1.1
O=C(NCc1cccs1)C1CCN(c2nccs2)CC1,10,4%,4,-4.3,4,0.97,3,0.9,1.1
CCCC(c1nnnn1Cc1ccco1)N1CCN(c2cc(Cl)ccc2C)CC1 (configuration not stated),51*,8%,0,-1.8,-22,1,-14,0.9,1.2
COc1ccc(OC)c(C2C3=C(N=C4SCC(=O)N42)c2ccccc2CC3)c1 (configuration not stated),16,0%,1,-2.6,22,1.1,21,1,1.1
CC1CN(C(=O)c2cc3c(s2)CCC3)CC(C)O1 (configuration not stated),1,3%,-1,-4.9,0,1,-17,1,1.1
CCc1nnc(NC(=O)CSc2nnc(COc3cccc(C)c3)o2)s1,-3,7%,0,3.2,8,0.95,-2,0.9,1
COC(=O)C1=C(C)NC(=O)NC1c1ccccc1 (configuration not stated),1,5%,-3,-1.4,7,1,34,1,1.1
COc1cccc(C2=NOC(C(=O)Nc3ccc(OC)c(OC)c3)C2)c1 (configuration not stated),-4,3%,-5,-1.9,5,1,3,1,1.1
CCN1CCN(Cc2ccc(NC(=O)Nc3cccs3)cc2)CC1,1,6%,1,-0.5,22,0.98,43,1,1.1
O=S(=O)(c1ccc(-c2csc(-c3cccnc3)n2)cc1)N1CCCCC1,-2,1%,0,2.9,4,1,20,0.9,1.1
CCOC(=O)N1CCN(C(=O)CSCC(=O)Nc2nc(-c3ccc(Cl)s3)cs2)CC1,11,7%,2,0.8,5,1,23,·,1.1
Cc1oc(-c2ccccc2F)nc1CN1CCC(C(=O)NCc2cccnc2)CC1,6,6%,2,-1.5,-4,1,15,1,1.1
CCOc1ccc(CNC(=O)C2CCC(=O)N2C2CCCC2)cc1OC (configuration not stated),1,6%,-10,0.8,-5,0.99,-13,0.9,1.1
CC(=O)N1CCC(=O)N(C(C)C)c2ccccc21,-10,6%,2,-2.2,5,1,4,1,1.1
Cn1c(=O)cc(OCCCC(=O)N2CCCCC2)c2ccccc21,-8,1%,6,-3.2,-8,1,-16,0.9,1.1
CCSc1nc2nc(C)cc(C)n2n1,3,6%,0,0.2,-7,1,-8,0.9,1.1
Cc1cc(C)nc(SCNC(=O)c2ccccc2)n1,-7,7%,0,-1.4,-3,1,-3,·,1.1
CCN1C(=O)C(C(=O)NC(C)c2ccccc2)C2CC1(C)Oc1ccccc12 (configuration not stated),10,2%,4,-0.3,-17,1,2,1.1,1.1
COC(=O)c1[nH]c2cc(OC)ccc2c1NC(=O)CCN1CCCC(C)(C)C1,·,3%,1,-1.0,-7,1.1,-27,0.9,1.1
COc1ccccc1NC(=O)N1CCn2c(nc3ccccc32)C1,-1,5%,4,-0.5,-10,1.1,10,0.9,1
CCCCNC(=O)C1CCCN(S(=O)(=O)c2ccc(-n3cnnn3)cc2)C1 (configuration not stated),0,2%,-4,-1.6,20,1,8,1,1.1
CCCCN(C)CCCNC(=O)CCn1nc(-c2ccccc2)ccc1=O,4,5%,-1,-3.7,-17,1,2,1,1.1
CCn1c(SCC(N)=O)nnc1-c1ccc2[nH]c(C)c(C)c2c1,12,5%,-2,-2.5,7,1,-3,0.8,1.1
CCCn1c(/N=C/c2cc(OC)ccc2O)nc2ccccc21,7,3%,4,-1.1,5,1,-8,0.9,1.1
CCOc1ccc(-n2c(=O)c3c(C)c(C)sc3n(CC(=O)NCc3ccco3)c2=O)cc1,-14,7%,0,3.0,8,1,16,0.9,1.1
Cc1ccc(S(=O)(=O)CCC(=O)OCC(=O)N2CC(=O)Nc3ccccc32)cc1,-1,6%,2,-1.7,-8,1,-1,0.9,1
COc1ccc(C(c2nnnn2CCc2ccccc2)N2CCN(C3CCCC3)CC2)cc1 (configuration not stated),-27,6%,2,0.3,0,1,-5,0.9,1.1
Cn1c(=O)n(CC(N)=O)c2ccccc21,9,6%,0,-2.3,1,1.1,8,0.9,1.1
CCCCOc1ccccc1NC(=O)Cn1c(-c2nonc2N)nc2ccccc21,62*,10%,7,-2.6,-67,1,-46,0.9,1
O=C(NCc1ccccn1)C1CCCN(Cc2cnn(-c3ccccc3)c2-n2cccc2)C1 (configuration not stated),-17,3%,1,-1.2,3,1,-15,1,1.2
CCNS(=O)(=O)c1ccc(NC(=O)c2cc(C(F)(F)F)nn2C)cc1,-2,5%,6,-2.1,1,1,-6,1,1.1

# 4 entries from above, as tab-separated lines.
SMILES	5-HT1A blocker	NADH coupling	MMP-13 inhibitor	5HT1a ag	SF-1 act	A340 absorber	RORa activator	TNAP act mid DEA	Autofluor 339
CCOc1ccc(-n2c(=O)c3c(C)c(C)sc3n(CC(=O)NCc3ccco3)c2=O)cc1	-14	7%	0	3.0	8	1	16	0.9	1.1
Cc1ccc(S(=O)(=O)CCC(=O)OCC(=O)N2CC(=O)Nc3ccccc32)cc1	-1	6%	2	-1.7	-8	1	-1	0.9	1
COc1ccc(C(c2nnnn2CCc2ccccc2)N2CCN(C3CCCC3)CC2)cc1 (configuration not stated)	-27	6%	2	0.3	0	1	-5	0.9	1.1
Cn1c(=O)n(CC(N)=O)c2ccccc21	9	6%	0	-2.3	1	1.1	8	0.9	1.1

# (next part)
SMILES,5-HT1A blocker,NADH coupling,MMP-13 inhibitor,5HT1a ag,SF-1 act,A340 absorber,RORa activator,TNAP act mid DEA,Autofluor 339
CCOC(=O)c1cc2ccc(OC)c(OC)c2c(=O)s1,-10,4%,0,-0.2,12,0.99,0,0.9,1.1
COCCn1c(SCC(=O)Nc2ccccc2)nc2c1c(=O)[nH]c(=O)n2C,-12,6%,1,-2.8,-6,1,-4,0.9,1.1
CC(OC(=O)c1cc2sccc2n1C)C(=O)NCCc1ccccc1 (configuration not stated),18,8%,-7,-1.1,-3,0.97,14,0.8,0.98
CCC(=O)N1CCc2cc(S(=O)(=O)NCCC(=O)Nc3ccccc3C)ccc21,-2,6%,1,-1.4,-5,1,-16,1,1.1
CCC(C)(C)NC(=O)C(c1ccco1)N(C(=O)c1csnn1)c1cccc(F)c1 (configuration not stated),3,7%,-3,-2.5,8,0.98,-8,0.9,1.1
CSc1ccc2nnc(-c3cccc(F)c3)n2n1,-6,10%,-14,20*,6,1,16,0.9,1.3
O=C(NCCOC(=O)c1ccc(Cl)c(S(=O)(=O)N2CCCCC2)c1)c1ccncc1,0,11%,-4,1.2,2,0.97,-8,1,1
O=C(CSc1nnc(-c2cnccn2)n1Cc1ccco1)c1ccccc1,-16,7%,1,-0.9,-19,1,29,1,1
CCOc1ccccc1NC(=O)CCN1CCN(S(=O)(=O)c2ccc(Br)cc2)CC1,15,2%,-2,0.2,2,0.99,16,0.9,0.99
COCCNC(=O)Cn1nc(C(F)(F)F)cc1C,6,2%,0,0.0,-25,1,-10,1,1.1
O=C(OCC(=O)N1CCN(C(=O)c2ccco2)CC1)c1sc2ccccc2c1Cl,-12,7%,-2,0.8,3,1.1,-8,0.9,1.1
CCNC(=O)NC(=O)C(C)SCc1ccccc1C (configuration not stated),8,5%,4,-2.5,4,0.99,8,1,1.1
CCOc1cc(NC(=O)c2ccco2)c(OCC)cc1NC(=O)c1cc(OC)c(OC)c(OC)c1,-4,5%[fluoresces],-2,5.4,-8,1.1,-6,0.9,4*
CC(C)N1C(=O)C2C(C(=O)NCc3ccccc3)C3C=CC2(O3)C1C(=O)NC(C)(C)C (configuration not stated),0,7%,2,-2.7,-8,1,-18,0.9,1.1
COC(=O)C1=C(C)NC(C)=C(C(=O)OC)C1C(=O)OC1CCCCC1=O (configuration not stated),-7,3%,-5,-2.8,-7,1,-3,0.9,1.4
CCc1ccc2[nH]c(=O)c(C(c3nnnn3Cc3ccc(OC)cc3)N3CCOCC3)cc2c1 (configuration not stated),16,5%,-7,-2.8,-8,1.1,29,1,1.8
CC12C(=O)N(c3ccccc3C(=O)O)C(=O)C1C1C=CC2C1 (configuration not stated),-8,4%,-2,-0.6,9,0.97,-18,0.9,1.1
O=C(CSc1nc(C2CCCCC2)n(-c2ccccc2)n1)NCCN1C(=O)CSC1=O,-15,4%,2,-0.9,-2,0.99,-3,0.9,1
CN(C)S(=O)(=O)c1ccc(S(=O)(=O)Nc2ccc3c(c2)oc2ccccc23)cc1,0,4%,-7,-3.4,1,0.99,19,0.9,1.1
OC1(c2cccc(F)c2)CCN(Cc2ccncc2)CC1,10,4%,2,-1.5,-1,1,2,0.9,1
O=C(NC(Cc1ccc(F)cc1)C(=O)O)c1ccccc1 (configuration not stated),-7,3%,-3,0.0,-11,1,8,0.9,1.1
Cn1c(CSc2nc3ccc(Br)cc3[nH]2)nc2ccccc21,-4,10%,0,-3.7,-15,1,-23,1.2,1.2
O=C(c1ccc(Br)s1)N1CCN(c2ncccn2)CC1,2,3%,0,-0.2,-9,1.1,-14,0.9,1.1
CS(=O)(=O)N1CCN(C(=O)Cc2ccccc2)CC1,-6,1%,-6,0.8,4,1.1,-14,0.9,1.1
CCOC(=O)c1ccc(CC2S/C(=C(\C#N)C(C)=O)NC2=O)cc1 (configuration not stated),·,5%,3,3.5,20,1,-10,0.8,0.99
O=S(=O)(NC1c2cccc3cccc(c23)C1N1CCNCC1)c1ccccc1 (configuration not stated),4,2%,-11,-0.7,-2,1,-6,1,1.1
O=C(Nc1ccc2c(c1)OCO2)C1CCN(S(=O)(=O)c2ccc3c(c2)OCCO3)CC1,5,2%,-2,-0.4,4,0.99,-20,0.9,1.1
CCOC(=O)c1cc2c(=O)n3ccccc3nc2n(Cc2ccco2)c1=NC(=O)c1cccnc1,-12,3%[fluoresces],-391[fluorescence artefact?],5.2,-10,1,10,0.9,2.2*
Cc1ccccc1-c1cc(-c2ccccc2O)n[nH]1,30,7%,-2,-2.1,28,1,30,1,1.1
CC(=O)c1ccc(N2CCN(C(=O)c3cc4c(-c5ccccc5F)nn(C)c4s3)CC2)cc1,-2,1%,4,2.0,2,1.1,-21,0.9,1.3
